NPY-Y1 PAM-ag: potentiators or agonists of human neuropeptide Y receptor Y1; P25929; activation, % at 3.6 µM; AID 1304; NPY-Y1 expressing cells, potentiator/agonist activation; hit rate 0.37% among 220,000; in the data active means activation above about 33%, passing the limit was not always enough;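 further: cells stimulated with NPY at EC10 then isoproterenol at EC100; 0% = low agonist plus stimulus and 100% = saturating agonist plus stimulus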
Target sequence (P25929 whole entry, looked up): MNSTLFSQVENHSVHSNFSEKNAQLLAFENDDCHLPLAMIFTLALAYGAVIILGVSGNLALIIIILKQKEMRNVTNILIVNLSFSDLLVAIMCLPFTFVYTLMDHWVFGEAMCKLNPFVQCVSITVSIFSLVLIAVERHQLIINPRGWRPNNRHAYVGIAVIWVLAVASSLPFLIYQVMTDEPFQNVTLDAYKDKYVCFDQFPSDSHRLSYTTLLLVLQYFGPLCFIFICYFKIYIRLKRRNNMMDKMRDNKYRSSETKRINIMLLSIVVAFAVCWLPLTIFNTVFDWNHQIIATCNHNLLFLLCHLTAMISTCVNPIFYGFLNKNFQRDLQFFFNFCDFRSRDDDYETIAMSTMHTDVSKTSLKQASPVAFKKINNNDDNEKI
NPY Y1 blocker: NPY-Y1 (human) receptor antagonism. P25929. HEK293-CNG Y1 cells, membrane potential fluorescence; NPY at EC95, then isoproterenol. inhibition, % at 3.6 µM. hit rate 1% among 200,000;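 active means inhibition above the campaign mean inhibition of all tested compounds plus 3 SD, cut at about 20% in these data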;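 further: 0% = DMSO wells given NPY plus isoproterenol and 100% = isoproterenol alone without NPY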
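Material: HEK293 Y1/CNG channel cell line | Also added: NPY (25 nM), isoproterenol (1 µM), Ro 20-1724 (25 µM) | Compound: One concentration, 3.6 µM, in 0.4% DMSO | Schedule: 3 h dye uptake, 1 h room-temperature compound, 45 min post-isoproterenol | Signal: Membrane-potential fluorescent dye readout | Read-out: % inhibition of NPY effect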
S1P4 antagonist: blocks the human S1P4 receptor. O95977. S1P4-expressing cells, antagonist mode, reporter read-out. inhibition, % at 4.98 µM. hit rate 0.26% among 220,000. AID 1510; in the data active means inhibition above about 29%;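 further: 0% = wells stimulated with agonist and 100% = vehicle wells without agonist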
NCF1 inh: inhibitors of human p47phox binding | P14598 | p47phox/p22phox peptide binding, fluorescence polarization, 2 h | inhibition, % at 24.7 µM | hit rate 0.53% among 220,000 | AID 1274;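 active means inhibition above about 30%, limit read from the data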;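 further: 0% = p47phox with labelled peptide and 100% = labelled peptide alone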
Ba/F3 V617F tox: loss of viability in JAK2V617F-driven Ba/F3 cells; Ba/F3 EpoR-JAK2V617F viability, ATP luminescence; inhibition, % at 5.6 µM; hit rate 1.1% among 220,000;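 active means inhibition above the campaign mean plus 3 SD over all tested compounds, cut at about 24% in these data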;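 further: cytokine-independent growth of Ba/F3 cells driven by EpoR plus mutant JAK2; 0% = DMSO-treated cells and 100% = JAK inhibitor I control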
NPY-Y2 PAM-ag: potentiates or activates human NPY-Y2 receptor; cells expressing NPY-Y2, potentiator/agonist read-out; activation, % at 3.6 µM; hit rate 0.45% among 220,000; in the data active means activation above about 27%;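 further: cells stimulated with NPY near EC25 plus isoproterenol at EC100; 0% = vehicle plus submaximal agonist and 100% = vehicle plus saturating agonist; some results beyond the cut were filed as inactive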
Target sequence (P49146 whole entry, looked up): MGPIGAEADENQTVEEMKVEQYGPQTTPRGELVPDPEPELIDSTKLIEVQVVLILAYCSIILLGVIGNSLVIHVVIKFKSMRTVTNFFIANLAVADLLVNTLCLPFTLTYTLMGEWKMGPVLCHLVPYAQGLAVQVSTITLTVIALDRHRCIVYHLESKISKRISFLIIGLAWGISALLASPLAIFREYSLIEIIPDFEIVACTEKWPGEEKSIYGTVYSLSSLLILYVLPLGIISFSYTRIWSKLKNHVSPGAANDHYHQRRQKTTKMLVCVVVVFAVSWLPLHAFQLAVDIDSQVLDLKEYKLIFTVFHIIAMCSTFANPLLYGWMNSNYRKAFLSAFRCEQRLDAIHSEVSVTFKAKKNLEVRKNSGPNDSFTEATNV
BaF3 tox: parental Ba/F3 viability inhibition as JAK2V617F counter-screen | CellTiter-Glo ATP luminescence | inhibition, % at 5.6 µM | hit rate 1.1% among 220,000 | AID 1486;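 active means inhibition above a per-campaign cutoff, the mean inhibition of all tested compounds plus 3 SD, cut at about 27% in these data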;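 further: 0% = DMSO wells and 100% = JAK Inhibitor I control wells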
CHOP inhibitor: inhibitors of CHOP induction in ER stress response; CHO-K1 CHOP-promoter luciferase, tunicamycin-induced, 15-18 h; inhibition, % at 10 µM; hit rate 3.8% among 220,000; AID 2732;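 active means compounds that reduced the stress-induced luciferase reporter signal by more than about 70% of percent inhibition, limit read from the data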;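 further: 0% = tunicamycin plus vehicle and 100% = wells without tunicamycin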
S1P4 ag: human S1P4 receptor agonism | activation, % at 4.98 µM | S1P4-expressing cell line, agonist reporter assay | hit rate 0.35% among 220,000 | AID 1509; in the data active means activation above about 11%;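 further: 0% = DMSO vehicle and 100% = reference agonist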
* marks the source's active call; other numbers are inactive results; · = no result given. Random draw from the library, and some 7.1% of all compounds hit somewhere here.

SMILES	NPY-Y1 PAM-ag	NPY Y1 blocker	S1P4 antagonist	NCF1 inh	Ba/F3 V617F tox	NPY-Y2 PAM-ag	BaF3 tox	CHOP inhibitor	S1P4 ag
Cc1cc(C)c(NS(=O)(=O)c2ccc(NC(=O)CCC(=O)O)cc2)c(C)c1	-11.5	4.7	-7.2	-3.2	-0.4	3.8	0.0	-35.0	-0.3
O=C(Nc1ccccc1)C1=C[C@@H](c2coc3ccccc3c2=O)C[C@@H](OCc2ccc(CO)cc2)O1	7.6	-2.8	0.7	-37.0	0.1	-9.9	-2.2	7.6	-0.5
N#Cc1nc(COc2ccc(-c3ccccc3)cc2)oc1NCCCN1CCOCC1	-38.3	4.3	12.3	7.1	0.5	-4.3	6.0	15.4	0.7
Cc1ccc(C(=O)N/N=C\c2sccc2C)cn1	-2.2	4.1	-7.5	-1.9	6.6	-13.0	7.7	-23.1	-1.2
CCOC(=O)c1c(NC(=O)Cc2cccs2)sc(C(=O)NC2CCCCC2)c1C	-7.5	9.6	-12.3	-18.0	-1.2	-1.1	3.4	105.9*	1.1
COc1ccc(OCC(=O)NC(CC(=O)O)c2ccc(OC)c(OC)c2)cc1 (stereo not given)	-2.6	6.5	-6.6	-3.8	-1.3	-9.1	-1.5	1.6	0.0
Cc1ccc(NC(=O)c2ccc3ccccc3n2)nc1	-1.5	5.1	-29.6	-14.6	-0.3	-1.4	0.8	25.9	1.4
CCCCCCOc1ccc(OC(=O)c2ccncc2)cc1	-38.1	-0.8	-9.1	-7.8	44.0*	-31.0	32.1*	34.1	0.6
Cc1cc(C)c2c(c1)N[C@H](c1cccs1)[C@@H]1CCO[C@H]21	-5.8	·	-0.8	-8.0	-2.8	-17.0	2.3	-1.3	0.8
CCc1c(C)nc2ncnn2c1Nc1ccc(C)c(C)c1	-1.4	5.0	12.1	0.7	1.9	-3.5	6.5	-6.3	2.3
Nc1cc(=O)nc(SCC(=O)Nc2ccccc2)n1-c1ccccc1	-7.9	-3.0	13.7	-9.3	1.2	0.0	4.0	10.9	3.3
CNC(=S)SCCOc1ccccc1C	-9.9	8.0	-28.5	-8.4	-0.8	-15.0	4.3	11.6	-1.0
CCNC(=S)NS(=O)(=O)c1ccc(Cl)cc1	12.2	-1.3	-3.3	-6.8	-1.5	6.4	1.5	-22.6	0.2
CCOc1cccc(CN2CCN(CCc3ccccc3)C(CCO)C2)c1O (stereo not given)	2.5	0.2	-0.2	-13.3	-2.8	5.8	-0.1	3.7	2.0
CCOC(=O)c1c(-c2ccccc2)nnn1-c1nc(OCC)nc(N2CCCCC2)n1	2.6	16.2	-11.8	-16.7	-1.9	-10.9	2.1	101.0*	0.2
OC1(c2ccccc2F)CCN(Cc2nnc(-c3ccccc3)o2)CC1	-1.9	15.4	2.0	-26.5	-0.9	-11.3	1.8	10.8	1.1
Cc1onc(-c2c(Cl)cccc2Cl)c1C(=O)c1ccccc1	6.2	·	7.2	-3.0	-2.8	12.6	-4.8	4.2	3.5
Cc1ccc(NC(=O)CN(C)CC(=O)Nc2ccc(F)c(Cl)c2)cc1	-13.6	1.1	-11.1	-4.6	2.7	2.4	10.3	23.7	-0.9
Cc1nc(SCC(=O)c2cc3ccccc3oc2=O)c(C#N)c(C)c1C(=O)Nc1ccccc1	8.7	3.5	-14.4	-28.7	1.7	-4.2	4.8	10.8	-0.3
Cc1ccc(C(=O)N2CCCC2)c(F)c1F	7.2	5.6	-10.0	-4.5	-1.1	-8.8	1.9	38.3	0.1
C#CCOCCOCCOCCNc1nc(N2CCN(C(=O)[C@H]([C@@H](C)O)n3cc(CCCCN)nn3)CC2)nc(N2CCN(C(=O)[C@H](C)n3cc(CCCN=C(N)N)nn3)CC2)n1	5.3	-1.1	8.9	11.1	-1.7	5.5	1.9	-17.8	-0.8
CC(C)Cc1cc(-c2ccco2)c(C#N)c(N)n1	-4.4	2.8	-27.7	-14.4	-2.2	14.3	1.4	-1.0	-0.1
C[C@H]1CC[C@@]2(O[C@H](CCO)C[C@@H](O)[C@@H]2O)O1	-10.4	-2.2	2.6	1.4	-2.6	6.7	-2.3	19.0	-0.3
CCN(c1ccccc1)S(=O)(=O)c1ccc(C(=O)Nc2nnc(COC)o2)cc1	1.0	4.6	-3.9	-6.1	4.1	-13.6	0.3	12.0	1.4
CC(C)(C)C1=CC(=Nc2ccccc2N)C=C(C(C)(C)C)C1=O	19.6	0.3	-1.7	-11.6	-1.3	4.3	6.7	-29.1	2.5
SMILES	NPY-Y1 PAM-ag	NPY Y1 blocker	S1P4 antagonist	NCF1 inh	Ba/F3 V617F tox	NPY-Y2 PAM-ag	BaF3 tox	CHOP inhibitor	S1P4 ag
COC(=O)C1=C(O)CSC1=Nc1ccccc1	-1.2	6.9	-17.8	8.3	-2.8	-6.3	1.0	-1.9	0.3
CSc1nsc(SCC(=O)N2CCc3ccccc32)n1	10.1	12.3	-8.6	-30.6	-2.0	-17.8	2.7	6.6	-1.1
Cc1cc(F)ccc1NCc1cc2c(cc1[N+](=O)[O-])OCO2	6.1	7.5	-3.4	6.7	-0.2	-13.8	0.8	35.9	-1.0
CNc1nc(Sc2ccccc2)cc(C(F)(F)F)n1	-10.4	15.2	-2.7	1.6	4.0	-7.4	6.0	39.8	0.5
CC(=O)NCCn1c(SCc2ccc(C)cc2C)nc2ccccc2c1=O	5.3	5.7	-3.1	-2.0	1.3	-4.2	6.5	29.8	1.1
O=C(Cc1nc2ccccc2[nH]1)N/N=C/c1ccccc1	-2.0	-0.4	-16.8	-8.0	-0.4	10.6	4.9	1.3	7.3
CCOC(=O)C(NC(=O)Nc1ncccn1)(Oc1ccccc1)C(F)(F)F (stereo not given)	6.4	0.2	-12.6	-5.4	-0.8	9.7	8.9	9.3	-1.7
CCOC(=O)CSc1ncc(OC)c(Sc2ccc(OC)cc2)n1	-8.2	4.9	-19.4	-10.3	-3.4	-13.6	6.8	36.2	0.7
COc1ccc(C(=O)/C=C/Nc2cccc(C)n2)cc1OC	-16.3	4.0	-17.7	4.1	-0.3	-8.0	2.4	-2.8	2.2
Cc1cc(C(=O)CN2CCC(C)CC2)c(C)n1-c1ccc(F)cc1	-18.2	12.8	2.9	-5.9	5.6	-2.8	6.1	-3.0	-1.0
CCOC(=O)c1c(CN2CCCCC2)n(C)c2cc(Br)c(OC)cc12	-20.3	1.4	-34.7	-11.1	-3.0	-14.2	2.4	46.5	2.8
COCCn1nnnc1SCC(=O)N1CCCCC1	3.5	1.4	3.6	-8.5	-5.4	-1.1	1.5	47.3	0.7
CCN(CC)c1ccc(C(=O)N/N=C/c2ccc(N3CCOCC3)cc2)cc1	16.3	0.3	-17.5	-7.8	-2.3	17.8	4.5	25.4	2.0
CN(C(=O)COC(=O)c1ccccc1C(=O)N1CCN(c2ccccc2)CC1)c1ccccc1	2.7	-0.7	14.3	8.1	-2.1	-6.0	4.4	7.0	-1.7
N#Cc1c(N)nc2c3c(sc(=N)c2c1N)NC(=O)CC3c1c(F)cccc1Cl (stereo not given)	12.7	-1.4	-14.3	-33.7	-3.1	-3.2	1.4	13.3	1.2
Cc1cc2nc(-c3ccc(SCC(=O)NC(C)C)nc3)[nH]c2cc1C	-1.7	5.6	-11.4	-31.8	3.8	-8.7	10.8	0.5	-1.0
Cc1nn(-c2ccccc2)c(N2CCCC2)c1/C=N/O	-7.0	5.3	-8.9	-8.3	0.1	17.8	3.3	4.2	1.2
CCSc1ccccc1C(=O)N1CCN(Cc2ccc3c(c2)OCO3)CC1	-3.5	5.3	-0.9	-4.2	-0.7	2.3	2.0	19.9	1.8
COc1ccc(CNc2ccc(Br)cc2)cc1	27.5	1.6	5.1	-18.8	-3.0	17.0	6.2	42.3	0.4
Cc1nc2ccccc2c(=O)n1/N=C/c1ccc([N+](=O)[O-])o1	-19.5	·	-6.5	-14.6	0.5	0.3	-4.8	-295.1	-0.1
C[C@H](NC(=O)Nc1ccccc1F)C(=O)O	5.7	-0.2	-3.9	-6.7	0.1	-7.0	2.1	5.6	2.2
O=C(O)CCC(=O)Nc1ccc(/C=C/C(=O)C2CC2)cc1	23.8	10.2	17.9	-0.2	-0.6	2.6	7.0	30.4	-0.5
CCc1nnc(SCCSc2nnc(CC)n2N)n1N	3.0	0.3	-9.9	-21.9	4.8	-25.4	9.1	-17.5	0.4
CCOc1cc(/C=C2\SC(=S)N(C(C(=O)O)c3ccccc3)C2=O)ccc1O (stereo not given)	-38.8	·	-0.6	-201.7	3.4	-19.5	-2.6	-1.1	1.2
CN(CC(=O)Nc1ccc(F)cc1)C(=O)COc1ccc([N+](=O)[O-])cc1Cl	5.5	-1.5	-7.0	-3.0	1.1	11.5	8.1	15.7	0.0

3 structures out of the list, arranged by formula weight, low to high:
SMILES	NPY-Y1 PAM-ag	NPY Y1 blocker	S1P4 antagonist	NCF1 inh	Ba/F3 V617F tox	NPY-Y2 PAM-ag	BaF3 tox	CHOP inhibitor	S1P4 ag
Cc1nn(-c2ccccc2)c(N2CCCC2)c1/C=N/O	-7.0	5.3	-8.9	-8.3	0.1	17.8	3.3	4.2	1.2
CSc1nsc(SCC(=O)N2CCc3ccccc32)n1	10.1	12.3	-8.6	-30.6	-2.0	-17.8	2.7	6.6	-1.1
CCOC(=O)c1c(-c2ccccc2)nnn1-c1nc(OCC)nc(N2CCCCC2)n1	2.6	16.2	-11.8	-16.7	-1.9	-10.9	2.1	101.0*	0.2

Next part.
SMILES	NPY-Y1 PAM-ag	NPY Y1 blocker	S1P4 antagonist	NCF1 inh	Ba/F3 V617F tox	NPY-Y2 PAM-ag	BaF3 tox	CHOP inhibitor	S1P4 ag
Cc1ccc[n+](C(C)C(=O)Nc2ccc(C)c([N+](=O)[O-])c2)c1 (stereo not given)	-12.7	0.7	4.5	-1.0	1.9	-13.5	4.2	0.2	1.8
Cc1cc(-c2onc(C)c2C(N)=O)no1	8.7	·	4.9	-1.1	-5.6	4.2	1.0	2.4	-0.9
CN1CCC(Oc2ccccc2Sc2ccccc2)CC1	-43.4	13.6	1.4	8.6	-1.9	1.9	5.2	41.1	1.5
Cn1c(=O)c2[nH]c(COc3ccc(C(C)(C)C)cc3)nc2n(C)c1=O	24.8	·	-0.2	-9.0	25.6*	21.8	48.1*	56.6	0.8
CCn1c(CCNC(=O)c2ccc(F)cc2)nc2ccccc21	20.4	2.7	-2.2	-5.4	-0.6	-2.2	7.0	-3.4	2.9
CNC(=S)N/N=C/c1c(C)nn(-c2cccc(Cl)c2)c1Cl	-1.3	4.8	-4.4	-1.6	1.9	-12.9	9.5	-1.3	0.1
Cc1cc(C)nc(SCC(=O)N/N=C\C(Br)=C\c2ccccc2)n1	-7.3	0.3	-7.4	-5.5	4.1	3.1	5.0	50.8	0.8
CC(=O)OCC(=O)[C@H]1CC[C@H]2[C@@H]3CC=C4C[C@@H](O)CC[C@]4(C)[C@H]3CC[C@]12C	0.9	1.2	-21.3	0.9	-3.7	22.5	2.0	27.9	1.4
CCOC(=O)C1CCN(C(=O)c2sccc2Cl)CC1	11.7	·	18.1	5.9	-5.9	-11.8	2.2	6.0	0.2
CCN1C/C(=C/c2sccc2C)c2nc3ccccc3c(C(=O)O)c2C1	8.3	·	-2.2	-4.0	-2.1	4.5	-3.5	-23.7	1.4
CCOC(=O)Cn1c(CN2CCN(C(c3ccccc3)c3ccccc3)CC2)nc2c1c(=O)n(C)c(=O)n2C	-8.1	16.3	-27.5	-16.3	-1.8	-20.1	7.5	29.6	1.2
COCCn1c(C(C)C)nc2ccccc21	18.1	·	1.1	-1.5	-1.2	4.4	-1.6	-9.4	2.7
COc1ccc(-c2ncncc2-c2ccc(Cl)cc2)c(O)c1	-9.2	·	-5.6	7.9	-3.5	-26.3	-2.5	31.9	0.6

Source: PubChem BioAssay
